Source: PubChem BioAssay (Center for Chemical Genomics, University of Michigan)
Dicer inh – blocks human Dicer maturation of pre-miR-21; Q9UPY3; cat-ELCCA pre-miR-21 Dicer processing, chemiluminescence; active compounds read high; z-score at 25 µM; hit rate 6% among 47,000; AID 1347074; in the data active = z-score above about 3, passing the limit was not always enough;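 note: plate controls were vehicle for no effect and no enzyme for full effect; higher signal means more uncleaved substrate so more Dicer inhibition; strong numbers were not always called active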
Target sequence (Q9UPY3 whole entry, looked up): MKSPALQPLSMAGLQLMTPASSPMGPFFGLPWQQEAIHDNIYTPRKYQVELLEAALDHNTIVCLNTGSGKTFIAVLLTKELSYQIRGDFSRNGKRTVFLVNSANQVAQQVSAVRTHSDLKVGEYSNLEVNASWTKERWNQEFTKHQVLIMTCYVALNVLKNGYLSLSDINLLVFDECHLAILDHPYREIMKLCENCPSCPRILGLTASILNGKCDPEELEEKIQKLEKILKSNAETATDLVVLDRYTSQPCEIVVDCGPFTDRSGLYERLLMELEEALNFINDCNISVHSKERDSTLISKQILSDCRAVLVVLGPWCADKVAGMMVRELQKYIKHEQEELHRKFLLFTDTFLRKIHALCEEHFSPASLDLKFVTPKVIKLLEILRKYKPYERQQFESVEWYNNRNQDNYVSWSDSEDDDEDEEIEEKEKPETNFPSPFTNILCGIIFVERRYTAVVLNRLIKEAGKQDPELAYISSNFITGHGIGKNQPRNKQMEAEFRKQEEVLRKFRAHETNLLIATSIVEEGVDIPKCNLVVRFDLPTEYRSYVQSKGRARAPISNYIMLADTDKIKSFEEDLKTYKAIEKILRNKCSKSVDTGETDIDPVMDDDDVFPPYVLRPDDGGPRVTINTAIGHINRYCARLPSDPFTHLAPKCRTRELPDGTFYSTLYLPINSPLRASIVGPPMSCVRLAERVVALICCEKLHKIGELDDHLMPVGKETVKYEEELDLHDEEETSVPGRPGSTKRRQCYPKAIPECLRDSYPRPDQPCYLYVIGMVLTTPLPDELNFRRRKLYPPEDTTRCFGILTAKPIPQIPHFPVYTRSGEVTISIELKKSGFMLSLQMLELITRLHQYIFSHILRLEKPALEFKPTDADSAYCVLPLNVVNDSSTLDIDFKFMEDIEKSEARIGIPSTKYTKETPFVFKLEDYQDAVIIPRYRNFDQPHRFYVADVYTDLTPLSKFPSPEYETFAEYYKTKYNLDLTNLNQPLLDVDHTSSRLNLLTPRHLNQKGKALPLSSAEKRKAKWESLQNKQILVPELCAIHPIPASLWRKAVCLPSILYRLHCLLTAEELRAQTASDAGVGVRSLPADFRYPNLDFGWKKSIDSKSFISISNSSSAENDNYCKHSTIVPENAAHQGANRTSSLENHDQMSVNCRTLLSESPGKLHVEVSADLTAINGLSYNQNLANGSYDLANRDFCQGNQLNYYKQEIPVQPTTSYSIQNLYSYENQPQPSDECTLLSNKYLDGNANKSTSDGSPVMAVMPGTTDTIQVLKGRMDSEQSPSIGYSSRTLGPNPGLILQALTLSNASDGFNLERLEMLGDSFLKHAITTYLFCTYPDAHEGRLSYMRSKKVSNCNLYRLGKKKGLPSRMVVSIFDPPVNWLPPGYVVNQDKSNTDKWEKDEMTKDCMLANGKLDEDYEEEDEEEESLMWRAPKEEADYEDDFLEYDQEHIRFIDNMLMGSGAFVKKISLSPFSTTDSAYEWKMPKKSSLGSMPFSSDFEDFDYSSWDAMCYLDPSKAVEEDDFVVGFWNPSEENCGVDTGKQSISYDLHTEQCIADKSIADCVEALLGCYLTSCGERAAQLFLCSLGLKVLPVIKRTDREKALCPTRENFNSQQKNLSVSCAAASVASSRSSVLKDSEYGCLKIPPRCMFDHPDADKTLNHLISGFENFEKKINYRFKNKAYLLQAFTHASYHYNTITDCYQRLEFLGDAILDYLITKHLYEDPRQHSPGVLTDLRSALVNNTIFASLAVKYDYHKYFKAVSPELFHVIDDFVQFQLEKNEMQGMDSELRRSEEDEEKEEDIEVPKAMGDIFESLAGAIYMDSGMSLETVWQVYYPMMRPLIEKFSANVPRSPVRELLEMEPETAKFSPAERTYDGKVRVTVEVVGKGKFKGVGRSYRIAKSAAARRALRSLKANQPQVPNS
* marks the source's active call; other numbers are inactive results. This is a subset. The share of hits here may be higher or lower than overall.

| mol | Dicer inh |
| --- | --- |
| CC(C)(C)C(=O)c1cn(CC(=O)N2CCOCC2)c2ccccc12 | 2.9 |
| Nc1ccc(-c2cn3c(n2)SCC3)cc1 | 0.62 |
| Cc1ccc2nc(-c3ccccn3)oc2c1 | -5.9 |
| O=C(CSc1ccc(C(F)(F)F)cn1)c1cccc(C(F)(F)F)c1 | -1.4 |
| O=C(c1nsnc1-c1ccccc1O)N1CCCC1 | 2.1 |
| Cc1ccc2oc(-c3cc(Br)ccc3O)c(O)c(=O)c2c1 | 5.3* |
| Cc1c(Br)c([N+](=O)[O-])nn1CC(=O)NCC1CCCO1 (stereo not drawn) | -0.7 |
| Cc1ccc(-c2csc3nnc(SCC(=O)Nc4nsc(-c5ccccc5)n4)n23)cc1 | 4.6* |
| CC1/C(=N\O)CC(c2ccc([N+](=O)[O-])cc2)NC1c1ccc([N+](=O)[O-])cc1 (stereo not drawn) | -0.88 |
| CSc1nc(-c2ccccc2)nc2[nH]ccc(=O)c12 | 2.5 |
| O=C(c1ccc([N+](=O)[O-])cc1)N1CC(Oc2ccc(Cl)cc2)C1 | 0.42 |
| CCOC(=O)Cc1nn(Cc2nc(-c3ccc(C(F)(F)F)cc3)cs2)c(=O)c2ccccc12 | -1.1 |
| CCCC(=O)c1c[nH]c2ccccc12 | -0.25 |
| CCCN1CN=C(Nc2nc(C)c3ccc(C)cc3n2)NC1 | 0.75 |
| Cc1[nH]nc2c1C(CCc1ccccc1)C(C#N)=C(N)O2 (stereo not drawn) | -1.7 |
| CNc1nc(Oc2ccc(C(=O)OC)cc2)nc(SC)n1 | 0.22 |
| CSc1nnc2[nH]c(=O)cc(N)n12 | 2.3 |
| CC1=NN(c2ccccc2)C(=O)/C1=C\c1c(C)[nH]n(-c2ccccc2)c1=O | -0.36 |
| COc1cc([N+](=O)[O-])c(OC)cc1SCC(=O)NNC(=S)Nc1cccc(Cl)c1C | 0.92 |
| O=C(CSc1nc2ncccc2[nH]1)Nc1cccc(F)c1 | 0.06 |
| Cc1cc(C)c(C(=O)Nc2ccccc2)c(CC(C)(C)C(=O)O)c1 | 4.7* |
| COc1nccc(C(F)(F)F)c1C(=O)Nc1ccc(Cl)cc1Cl | -1.7 |
| O=S(=O)(c1cc(Cl)c(Cl)s1)N1CCN(c2cc(C(F)(F)F)ccn2)CC1 | 2.6 |
| COC(=O)c1sc(N(C)C)c(C#N)c1-c1ccccc1 | -0.43 |
| COc1cc2ccccc2cc1C(=O)OCc1nc2ccccc2s1 | 0.83 |
| COC(=O)c1ccc(C2Nc3ccc(C)cc3-c3cc(C)nn32)cc1 (stereo not drawn) | -0.59 |
| C=CCOC(=O)C1=C(C)NC2=C(C(=O)CCC2)C1c1ccc(OCC)c(OC)c1 (stereo not drawn) | -0.68 |
| CC1=C(C(=O)OCCOc2ccccc2)C(c2ccc(O)cc2)C2=C(CC(c3ccccc3)CC2=O)N1 (stereo not drawn) | 2.7 |
| CCN1CCN(c2oc(COc3ccccc3C)nc2C#N)CC1 | -0.05 |
| CCOC(=O)c1cnn2c(C(F)F)cc(-c3ccc(C)cc3)nc12 | 3.5* |
| FC(F)(F)c1cc(-c2cccs2)nc2cc(-c3ccco3)nn12 | 3.5* |
| O=c1oc(-c2cccs2)nc2ccccc12 | -0.19 |
| COC(=O)COc1ccc2c(=O)c(-c3ccc(Cl)cc3)c(C(F)(F)F)oc2c1 | -0.95 |
| CCOc1ccc(/C(O)=C2\C(=O)C(=O)N(c3nccs3)C2c2ccc(Cl)cc2)cc1 (stereo not drawn) | 1 |
| Clc1cccc(Cl)c1CO/N=C/c1cccs1 | 1.4 |
| NN(CCO)C(=S)Nc1cc(Cl)ccc1Cl | 0.47 |

Overlap with the part before: 2 entries; new compounds follow.
| mol | Dicer inh |
| --- | --- |
| Clc1cccc(Cl)c1CO/N=C/c1cccs1 | 1.4 |
| NN(CCO)C(=S)Nc1cc(Cl)ccc1Cl | 0.47 |
| CCOC(=O)c1cnc(C(F)(F)F)nc1NNC(=O)c1ccc(Cl)cc1 | 3.2* |
| Cc1ccc(C(=O)Nc2ccccc2)c(C)n1 | -2 |
| CC1NC(=O)NC1CCCCC(=O)O (stereo not drawn) | -0.64 |
| CCCCCOc1ccc(C2c3c(oc4ccccc4c3=O)C(=O)N2c2nnc(C)s2)cc1OC (stereo not drawn) | -0.24 |
| N#Cc1sc2nc3ccccc3n2c1/N=C/c1cccs1 | -1.1 |
| CCOC(=O)c1nnn(-c2nonc2NC(C)=O)c1C | 0.93 |
| O=C(CSc1cccc2cccnc12)OCC(=O)c1ccc(Br)cc1 | 0.63 |
| CCSC1=C(C#N)C(c2ccccc2)CC(=O)N1 (stereo not drawn) | 0.38 |
| O=C(Oc1ccc2c(=O)c(Oc3ccc4ccccc4c3)coc2c1)c1cncc(Br)c1 | 2.1 |
| Cc1ccc(-n2ncc3c(=O)[nH]cnc32)c(C)c1 | 1.3 |
| O=[N+]([O-])c1ccc(S(=O)(=O)c2ccccc2)c(Cl)c1 | 0.07 |
| OCC(O)Cn1c2ccc(Br)cc2c2cc(Br)ccc21 (stereo not drawn) | 1.3 |
| CCOc1ccc2c(c1)-c1c(sn(-c3ccc(OC)cc3)c1=S)C(C)(C)N2 | 6.7* |
| CC1(C)CC(=O)c2sc(NC(=O)CN3CCOCC3)nc2C1 | 0.16 |
| CC1=CC(C)(C)Nc2ccc(OC(=O)c3ccc(Cl)cc3)cc21 | 4.6 |
| Cc1cccc2nc(-c3cc4ccccc4s3)oc(=O)c12 | -0.57 |
| Cc1ccc(C)c(C(Nc2ccccn2)c2ccc3cccnc3c2O)c1 (stereo not drawn) | 9 |
| CC(C)(C)c1cc(C(=O)/C=c2/[nH]c(=O)/c(=C/c3ccc(Cl)cc3)s2)no1 | -0.25 |
| Cc1nc(C(F)(F)F)ccc1NC(=O)C(F)(F)Sc1ccccc1 | -0.91 |
| CCCc1c(C)c(C#N)c2nc3ccccc3n2c1NCCCn1ccnc1 | -1.9 |
| COc1ccc(-c2nc3n(n2)C(c2cccnc2)C2=C(CCCC2=O)N3)cc1 (stereo not drawn) | 1.9 |
| Cc1c(N(C)CS(=O)(=O)O)c(=O)n(-c2ccccc2)n1C | 0.26 |
| Cc1ccc2nc(-c3cccc(S(=O)(=O)N4CCOCC4)c3)cn2c1 | -1.4 |
| CC1(c2ccco2)NC(=O)NC1=O (stereo not drawn) | -1.9 |
| FC(F)(F)c1ccc(C2Sc3ccccc3N=C3c4ccccc4CC32)cc1 (stereo not drawn) | -2.4 |
| CCCC(=O)N(c1ccc2oc(=O)sc2c1)S(=O)(=O)c1ccc(F)cc1C | 1.7 |
| Cc1ccc2cc(-c3noc(-c4ccccc4C)n3)c(=O)[nH]c2c1 | 1.4 |
| Cc1cc(O)ccc1Nc1nc(-c2ccccn2)cs1 | 5.4* |
| CC1CC(C)CN(S(=O)(=O)c2cc(Cl)c(Oc3ccc([N+](=O)[O-])cc3Cl)c(Cl)c2)C1 (stereo not drawn) | -0.43 |
| Nc1c(-c2ccc(Cl)cc2)cnc2c(-c3ccccc3)cnn12 | 3.1* |
| Cc1noc(/C=C/c2cc(C)n(-c3ccc(C(=O)O)cc3)c2C)c1[N+](=O)[O-] | 1.4 |
| Cc1nc(-c2cccnc2)nc(N2CCCN(c3ccc(C(F)(F)F)cn3)CC2)c1Cl | -1.2 |
| Cc1nc2ncccn2c1-c1csc(Nc2ccc(O)cc2)n1 | 9.1 |
| CC(=O)/C(N=Nc1ccc(C(F)(F)F)cc1)=C(\C)O | 1.6 |
| Cc1coc(C)c1C(=O)CC1(O)C(=O)N(C)c2ccccc21 (stereo not drawn) | 3.4* |
| CN(C)N1C(=O)c2cccc3cccc(c23)C1=O | 3 |

Structures listed so far that have bromine (5):
| mol | Dicer inh |
| --- | --- |
| Cc1ccc2oc(-c3cc(Br)ccc3O)c(O)c(=O)c2c1 | 5.3* |
| Cc1c(Br)c([N+](=O)[O-])nn1CC(=O)NCC1CCCO1 (stereo not drawn) | -0.7 |
| O=C(CSc1cccc2cccnc12)OCC(=O)c1ccc(Br)cc1 | 0.63 |
| O=C(Oc1ccc2c(=O)c(Oc3ccc4ccccc4c3)coc2c1)c1cncc(Br)c1 | 2.1 |
| OCC(O)Cn1c2ccc(Br)cc2c2cc(Br)ccc21 (stereo not drawn) | 1.3 |

Remaining list, next part
| mol | Dicer inh |
| --- | --- |
| CC(=O)c1ccc(OCc2ccccc2)c(C)c1OC(=O)c1cccs1 | 2.5 |
| Cc1cccc(-n2ncc3c2ncn2c(COc4c(C)cccc4C)nnc32)c1 | -0.17 |
| Cc1ccc(S(=O)(=O)Nc2ccc3oc4ncccc4c(=O)c3c2)cc1 | 18 |
| COc1ccc([N+](=O)[O-])c(OC)c1C(=O)Nc1ccc(F)cc1F | -0.8 |
| Cc1nc(N2CCN(Cc3ccc4c(c3)OCO4)CC2)[nH]c(=O)c1C | 3.2* |
| O=C(O)c1cscc1S(=O)(=O)c1ccc(Cl)cc1 | -0.44 |
| COc1ccc(Nc2nc(NCCN3CCOCC3)nc(Nc3ccc(OC)cc3)n2)cc1 | -1 |
| O=C(CSc1ncn[nH]1)Nc1ccc(F)cc1 | -0.99 |
| OCCN1CCN(c2ncc(Cl)cc2C(F)(F)F)CC1 | 0.57 |
| Oc1ccc(F)cc1-c1ccnc2cc(-c3ccc(Cl)cc3)nn12 | 4* |
| CCOc1cc(C2C(C(=O)OCCc3ccccc3)=C(C)NC3=C2C(=O)CC(C)(C)C3)ccc1O (stereo not drawn) | 0.7 |
| O=C(COc1ccc(F)cc1)N(Cc1cccs1)C1CCS(=O)(=O)C1 (stereo not drawn) | 1.4 |

Next results.
smiles | Dicer inh
N/C(CS(=O)(=O)Cc1cccc(C(F)(F)F)c1)=N\O | 2.2
CN(C/C=C/C#CC(C)(C)C)Cc1cccc2ccccc12 | -0.67
O=C(NCc1ccccn1)C1c2ccccc2Oc2ccccc21 | 3.1*
O=c1[nH]c(Nc2nc(-c3ccccc3)c3cc(Cl)ccc3n2)nc2c1CCC2 | -0.22
CCCOC(=O)CCc1n[nH]c(=O)[nH]c1=O | -0.87
O=C1OC(c2ccccc2)=N/C1=C\c1ccc(/C=C2\N=C(c3ccccc3)OC2=O)cc1 | -0.88
CC(C)(O)C(=O)OCC(=O)c1ccc(Cl)cc1 | 0.8
Clc1ccc(-c2ncnn2-c2ccc(Cl)cc2)cc1 | 0.88
S=c1[nH]nc(Nc2ccc(I)cc2)s1 | 1.6
NC(N)=NC(N)=Nc1ccc(F)cc1F | -0.23
FC(F)(F)c1c(-c2nc(-c3ccc(Cl)cc3)no2)cnn1-c1ccccc1 | -1
COC(=O)C1=C(NC(=O)c2cccc(Br)c2)CCS1 | -0.53
O=C(c1ccncc1)N(c1ccc2oc(=O)sc2c1)S(=O)(=O)c1ccc(Cl)cc1 | 2.9
Cn1c(=O)c2c(nc(N)n2CCCC(=O)O)n(C)c1=O | 0.44
COc1ccc(OCC(O)Cn2c(CO)nc3ccccc32)cc1 (stereo not drawn) | -1.3
N#CCCN(Cc1ccccc1)C(=O)c1ccc(Cl)cc1 | -1.2
c1ccc(-c2nn(-c3ccccc3)[n+](-c3ccccc3)n2)cc1 | 0.32
CCOc1cc(C2C(C(=O)OCCSCC)=C(C)NC3=C2C(=O)CC(C)(C)C3)ccc1O (stereo not drawn) | 1.2
CCOC(=O)c1cnn(-c2cc(C(F)(F)F)cc(C(F)(F)F)c2)c1C | 1.2
CCCCN1C(=O)C(O)(CC(=O)c2ccccn2)c2cc(Br)ccc21 (stereo not drawn) | 2.6
CCOC(=O)c1cc(N2C(=O)c3ccccc3C2=O)ccc1N1CCCCC1 | -0.87
NC(=O)CSc1n[nH]c(CN2c3ccccc3Sc3ccccc32)n1 | 0.26
CCOC(=O)CSC1=C(C#N)C(c2ccc(C)o2)CC(=O)N1 (stereo not drawn) | -0.68
Cc1ccc(C(=O)/C=C/Sc2nccc(C)n2)cc1 | 2.9
Cn1c2c(c(=O)n(C)c1=O)C(CC(=O)Nc1ccc(Cl)cc1)C(=O)N2 (stereo not drawn) | 1.1
Cc1cc(C)c(NC(=O)CSCc2cnc(C)c(O)c2CO)c(C)c1 | -0.32
CSC(=CC(=O)c1cccc2ccccc12)SC | 1.2
CCOC(=O)C1=NOC2C(=O)N(c3ccc(Cl)cc3)C(=O)C12 (stereo not drawn) | 3.7*
CSc1cccc(NC(=S)Nc2ccccn2)c1 | 0.55
Cc1[nH]nc2c1C1=C(C(=O)CC(C)(C)C1)C(c1ccc(N(C)C)cc1)N2 (stereo not drawn) | 2.2
S=C(NNc1ccccc1)Nc1c(Cl)cccc1Cl | -2.6
Nc1ccc(Sc2ccccc2)nc1 | -0.53
OC(CN1CCC(NC2CCCCC2O)CC1)Cn1ccc2ccccc21 (stereo not drawn) | -1.4
CCOC(=O)c1sc(=S)n(-c2ccccc2)c1N | -0.98
O=C(O)c1cccc2cccc(S(=O)c3cccc4cccc(C(=O)O)c34)c12 | -1.5
O=C1c2ccccc2NC(c2ccc(Br)cc2)N1c1ccc(F)cc1 (stereo not drawn) | -0.57
O=c1c(Oc2ccccc2Cl)c(C(F)(F)F)oc2cc(O)ccc12 | 3.3*
Clc1ccc(Cc2nn3c(-c4ccccc4)nnc3s2)cc1 | 1.5
Cc1ccc(S(=O)(=O)Oc2cc3c(cc2OS(=O)(=O)c2ccc(C)cc2)C(=O)CC(C)(C)O3)cc1 | 0.54
Cc1cc(C)n2nc(C(=O)N3CCOCC3)nc2n1 | 4.4*
O=C(CSc1nc2ccccc2s1)Nc1ncc(Br)s1 | -2.2
O=C(c1ccccc1)c1nn(-c2cccc(Cl)c2)c2nc(=O)c(Cc3ccccc3)nn12 | -0.08
CC(=O)Oc1ccc(C2C(C#N)=C(C)NC3=C2C(=O)CC(c2ccccc2)C3)cc1 (stereo not drawn) | 0.5
CCCOC(=O)C1=C(C)NC2=C(C(=O)CCC2)C1c1cc(Br)c(O)c(OCC)c1 (stereo not drawn) | 2.9
NC(=O)c1cc(-c2ccccc2)sc1NC(=O)c1ccco1 | 0.11
CC1C=CCC2C(=O)N(c3cccc(C(=O)OCC(=O)c4ccc(Br)cc4)c3)C(=O)C12 (stereo not drawn) | -2.2
N#Cc1cccnc1NNC(=O)Nc1ccc(OCc2ccccc2)cc1 | -0.03
Oc1ccc(CN2CCC(Cc3ccccc3)CC2)c2cccnc12 | -1.5
O=c1c2ccccc2cnn1CCc1ccccc1 | -0.59
COc1ccccc1C1NC(=O)CCC1[N+](=O)[O-] (stereo not drawn) | -0.33
